Tb PFK block = T. brucei PFK enzyme inhibition; T. brucei PFK, ADP-Glo luminescence; Potency, µM (top dose mostly 57.5 µM), without a hit: top-dose activity, negative = inhibition, actives largely listed as inhibitors; AID 485367; actives 0.17% (n = 330,000); O15648;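 note: potency is the fitted concentration of half-maximal effect; 0% = uninhibited 1x PFK enzyme wells and -100% = no-enzyme wells; nearly all actives have a fitted effect of over 60% in size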
Target sequence (O15648 whole entry, looked up): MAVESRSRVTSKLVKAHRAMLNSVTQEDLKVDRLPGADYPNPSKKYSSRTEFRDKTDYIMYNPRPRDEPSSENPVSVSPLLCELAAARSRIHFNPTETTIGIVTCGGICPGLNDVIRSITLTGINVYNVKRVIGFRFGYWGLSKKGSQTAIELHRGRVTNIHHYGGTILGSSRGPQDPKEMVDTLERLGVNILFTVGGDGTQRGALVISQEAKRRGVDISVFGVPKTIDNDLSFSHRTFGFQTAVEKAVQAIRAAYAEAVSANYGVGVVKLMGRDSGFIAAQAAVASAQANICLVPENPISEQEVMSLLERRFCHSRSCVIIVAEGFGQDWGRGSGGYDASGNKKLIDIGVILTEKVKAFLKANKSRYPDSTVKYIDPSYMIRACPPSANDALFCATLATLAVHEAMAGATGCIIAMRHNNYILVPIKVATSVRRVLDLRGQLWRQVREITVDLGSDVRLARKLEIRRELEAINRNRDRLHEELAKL
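PFK 1.25 nM, F6P 0.5 mM, ATP 0.1 mM, 0.1 M TEA pH 8.0, 5 mM MgCl2, 0.01% Tween20, 0.1% BSA; 45 min RT. ADP-Glo readout. qHTS titration up to 57 uM; curves fitted, compounds curve-classed.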
Mito fusion act = mitochondrial division inhibition or fusion activation; S. cerevisiae fusion-defective mutant growth rescue, CellTiterGlo 48 h; Potency, µM (top dose mostly 46.1 µM), without a hit: top-dose growth rescue (activation), hits mostly activators; actives 0.23% (n = 320,000); AID 485298;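 note: potency is the fitted concentration of half-maximal effect; % of control where 0% means no effect; nearly all actives have a fitted effect of over 45% in size; temperature-sensitive fusion mutants such as fzo1-1 at 37 °C on non-fermentable ethanol glycerol medium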
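Luminescent cell viability in 1536-well qHTS format served as the measure of rescued growth in ts fusion-mutant S. cerevisiae cultured on non-fermentable YPEG for 48 hours at 37C.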
BCR signal inh = blocks chronic active B-cell receptor signaling | ABC-DLBCL IkBa-CBG/CBR reporter, luminescence ratio, 4 h | Potency, µM (top dose mostly 46.1 µM), inactives show at the top dose ratio change, negative = lower green/red ratio, usual class: inhibitors | actives 0.05% (n = 340,000); active = well fitted inhibition curve with a large enough effect in the signal ratio, with a control signal flat, not every such curve was filed as active; inconclusive = small, poorly fitted or top-dose-only effect, or effect the other way, or a change in a side signal; the % refers to the signal ratio;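 note: potency is the fitted concentration of half-maximal effect; plate controls were basal doxycycline-induced cells for no effect and cells given 10 µM MG132 for full effect; MG132 reads +100%, hits lower the ratio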
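TMD8 human ABC-DLBCL cells with doxycycline-inducible IκBα–green luciferase fusion and unfused red luciferase, in 0.5% FBS medium; compounds up to 46 uM, 4 h at 37C. Green/red luminescence ratio, filter-overlap corrected, fitted to concentration-response curves.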
TCR act = activators of T cell receptors | AID 504894 | Potency, µM (series often up to 9.22 µM), without a hit: top-dose activation of IL-2 secretion, most hits filed as activators | primary human leukocytes, anti-CD3, IL-2 HTRF, 48 h | 330,000 tested, under 10 active; note: % of control where 0% means no effect
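Primary human leukocytes incubated 48 hr with anti-CD3 beads plus compound, without co-stimulation. Secreted IL-2 measured by HTRF (europium cryptate/d2 anti-IL-2 pair, 320 nm excitation, 665 nm emission).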
Eya2 inh = blocks the phosphatase activity of human Eya2. O00167. recombinant Eya2, OMFP fluorescence dephosphorylation (OMFP is methylfluorescein phosphate). Potency, µM (top dose mostly 76.9 µM), without a hit: top-dose activity, negative = inhibition, usual class: inhibitors. actives 0.006% (n = 330,000); note: potency is the fitted concentration of half-maximal effect; % is set by controls: 0 for no effect and ±100 for the full control effect
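Eya2 protein (added as 0.2 uM solution) was preincubated with compound for 10 min at ambient temperature in 50 mM HEPES pH 7.5, 50 mM NaCl, 5 uM MgCl2, 0.05% BSA, 1 mM DTT. OMFP (added at 50 uM) then reacted 10 min; fluorescence read at 485/525 nm.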
S-ASM inh = blocks human secretory acid sphingomyelinase | Potency, µM (series often up to 57.5 µM), for inactives: at the highest dose activity change, negative = inhibition, hits mostly inhibitors | P17405 | placental ASM, HMU-PC fluorogenic substrate, 60 min | AID 504937 | actives 0.006% (n = 340,000); note: potency is the fitted concentration of half-maximal effect
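Fluorogenic HMU-PC substrate (9 uM final) is turned over by placental ASM in 60 min at 37 C after a 10 min compound preincubation. Reaction ended by alkaline stop (pH 10), with fluorescence read at 386/447 nm.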
a7 integrin act = activates integrin-mediated alleviation for muscular dystrophy | alpha7betagal myoblasts, beta-gal FDG fluorescence, 48 h | Potency, µM (top dose mostly 38.3 µM), without a hit: at the top dose activation, actives largely listed as activators | actives 0.064% (n = 350,000) | AID 624291;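 note: potency is the fitted concentration of half-maximal effect; 100% = response of the positive control SU9516; nearly all actives have a fitted effect of over 60% in size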
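alpha7betagal+/- myoblasts (passage 13, 250/well) treated 48 h at 37C with compounds at 1:260 dilution of DMSO stock. Lysed, then beta-galactosidase activity read as FDG fluorescence (ex 480/em 540) after 30 min, with pre-read for autofluorescence.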
TSHR antagonist = antagonists of human thyroid stimulating hormone receptor; activity change, negative = inhibition, % at 11.5 µM; actives 0.2% (n = 330,000); TSHR-expressing cells, TSH-stimulated cAMP HTRF, 2 h; hits give low values; AID 504810;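 active = activity change below a set negative limit, meaning inhibition stronger than a set level, cut at about -70% in these data; inconclusive = activity change between two set negative limits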; note: % is set by controls: 0 for no effect and ±100 for the full control effect
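TSHR-expressing cells, 200/well, pre-treated with compound, then stimulated with EC80 TSH (4nM final) for 2 hours at 37 deg C. cAMP measured by competitive HTRF: anti-cAMP cryptate antibody in lysis buffer plus cAMP-d2, read after 30 minutes at room temperature.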
ELG1 DNA repair = ELG1-dependent DNA repair inhibition; Potency, µM (doses to about 46.1 µM), inactives show at the highest dose activity change, negative = inhibition, most hits filed as inhibitors; actives 2.3% (n = 330,000); HEK293T ELG1-luciferase reporter, luminescence, 16 h; DNA damage induced by 5-fluorouridine; note: potency is the fitted concentration of half-maximal effect; % is set by controls: 0 for no effect and ±100 for the full control effect; nearly all actives have a fitted effect of over 55% in size
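Step one: seed 2,000 cells per well. Step two: pin-transfer compound or DMSO alongside 5-fluorouridine. Step three: incubate 16 hr, 37 °C, 5% CO2. Step four: add ONE-Glo, wait 30 min, read luminescence.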
A-T KAP1 phos = potential ataxia-telangiectasia treatment; Potency, µM (doses to about 57.5 µM), for inactives: top-dose activation, most hits filed as activators; […] A-T fibroblasts, KAP-1 phosphorylation AlphaLISA; neocarzinostatin DNA damage 30 min before lysis; actives 0.19% (n = 320,000); note: potency is the fitted concentration of half-maximal effect; % of control where 0% means no effect; nearly all actives have a fitted effect of over 45% in size
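ATM-like activity read as KAP-1 phosphorylation via AlphaLISA donor/acceptor antibody pairs after lysis and 6 hr at 25C. Cells were ATM-null patient fibroblasts ([…], hTERT), dosed 60 min, then exposed to the DSB inducer NCS for 30 min.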
PTAP TSG101 blk = blocks PTAP/TSG101 interaction to inhibit HIV-1 budding | Potency, µM (titrated, usually from 115 µM), inactives show top-dose activity change, negative = inhibition, most hits filed as inhibitors | 340,000 tested, under 10 active | Fluorescence polarization, FITC-PTAP peptide / Tsg101 binding | Q99816; active = well fitted inhibition curve with a large enough effect in the main read-out, with a control signal flat, not every such curve was filed as active; inconclusive = small, poorly fitted or top-dose-only effect, or effect the other way, or a change in a side signal; inactive = no such curve, though single readings can be large or run the other way; note: potency is the fitted concentration of half-maximal effect; % of control where 0% means no effect
Target sequence (Q99816 whole entry, looked up): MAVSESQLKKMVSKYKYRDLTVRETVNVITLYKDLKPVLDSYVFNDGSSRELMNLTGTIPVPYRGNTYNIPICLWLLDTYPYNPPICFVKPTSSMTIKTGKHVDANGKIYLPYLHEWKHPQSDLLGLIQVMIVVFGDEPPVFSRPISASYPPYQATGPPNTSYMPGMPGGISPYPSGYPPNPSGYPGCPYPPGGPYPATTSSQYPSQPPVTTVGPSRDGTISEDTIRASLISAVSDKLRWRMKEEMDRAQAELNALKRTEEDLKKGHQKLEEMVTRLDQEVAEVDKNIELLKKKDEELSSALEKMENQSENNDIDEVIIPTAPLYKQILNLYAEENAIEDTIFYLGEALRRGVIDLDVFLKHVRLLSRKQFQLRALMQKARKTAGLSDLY
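Tsg101 binding domain (10 uM final) was mixed with compound and a FITC-labeled PTAP peptide (50 nM final) in HEPES pH 7.5 buffer with NaCl, Tween 20, EDTA and TCEP; fluorescence polarization was read after 20 min at r.t.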
The depositor's hits bear a star; ? = inconclusive; / = no result given; [ ] = dose if it differs, or a comment. Unless noted, calls come from the whole dose curve; as a rule, active = well fitted curve in the direction sought with a large enough effect; inconclusive = small, poorly fitted or top-dose-only effect, or another doubt; inactive = no such curve, though single readings can be large; an effect the other way counts as inactive or inconclusive. Rows are unselected; overall some 3.2% were active at least once.

SMILES | Tb PFK block | Mito fusion act | BCR signal inh | TCR act | Eya2 inh | S-ASM inh | a7 integrin act | TSHR antagonist | ELG1 DNA repair | A-T KAP1 phos | PTAP TSG101 blk
Cc1ccc(-c2n[nH]c(=O)c3ccccc23)cc1N | 1% | -2% | -9% | -9% | 1% | -1% | -12% | -4 | -29% | 13% | -5%
Cn1c(-c2ccc3c(c2)OCO3)c(C(=O)O)c(=O)c2ccccc21 | -10% | -3% | 4% | -3%[46.1 µM] | 0% | 0% | -20% | 0 | 0% | -8% | -1%
CCN(C(=O)COC(=O)CNS(=O)(=O)c1ccccc1)c1ccccc1 | -2% | -5% | 2% | -4% | -4% | 4% | 8% | 4 | 6% | 5% | -7%
O=C(NC(Cc1ccccc1)C(=O)O)/C(=C/c1cccc([N+](=O)[O-])c1)NC(=O)c1cccc(Br)c1 (stereo not drawn) | 4% | -1% | 6% | 4% | 10% | 3% | 19% | -3 | 1% | -1% | -3%
O=C(Cc1ccccc1)NCCN1CCCC1 | 2% | -1% | ? | -2% | -2% | 1% | -7% | -4 | 0% | -6% | -7%
COc1ccc(-n2c(SC(C)C(=O)N3CCOCC3)nc3ccccc3c2=O)cc1 (stereo not drawn) | -1% | 0% | 0% | 5% | 4% | 1% | 0% | 13 | 4% | 4% | 0%
CCOC(=O)C1=C(C)Nc2ccc(C)cc2S1 | -3% | -1% | 5% | 2% | -13% | -1% | -19% | 1 | 11% | -4% | -1%
CCOc1ccccc1NC(=O)CN(c1ccc(OC)cc1)S(=O)(=O)c1c(C)[nH]c(=O)[nH]c1=O | 0% | -1% | 2% | 5% | -4% | 6% | 5% | 8 | 17% | 0% | -5%
Cc1ccc(S(=O)(=O)c2cnc(-c3ccccc3)nc2N2CCCCC2)cc1 | 0% | 3% | ? | 1% | 1% | -2% | -37% | -6 | -7% | 5% | -7%
O=C(Nc1ccccc1-c1ccccc1)NC1CCN(C(=O)N2CCOCC2)CC1 | -3% | 0% | -10% | 3%[46.1 µM] | -21% | 0% | 11% | 8 | -18% | -1% | -5%
N#Cc1cc([N+](=O)[O-])ccc1NC(=O)COC(=O)CN1C(=O)C2CCCCC2C1=O (stereo not drawn) | -2% | / | -8% | -1%[46.1 µM] | -2% | -1% | -11% | 31 | ? | -4% | -1%
CCC(CO)Oc1cc(NCc2ccccc2OC)c2ncn(C(C)C)c2c1 (stereo not drawn) | -2% | / | 2% | -3% | 7% | 0% | 38% | 5 | ? | 2% | -1%
O=c1cc(-c2ccc(O)c(O)c2)oc2cc(O)c(C3OC(CO)C(O)C(O)C3O)c(O)c12 (stereo not drawn) | -1% | -4% | 9% | 1% | -10% | -3% | -16% | -11 | 9% | -9% | 1%
Cc1ccc(C(NC(=O)N2CCOCC2)C(Cl)(Cl)Cl)cc1F (stereo not drawn) | 11% | 1% | 3% | -1%[46.1 µM] | 1% | -1% | 28% | -5 | -16% | 1% | -2%
Cc1cc(Cl)ccc1OCCCC(=O)NCc1ccncc1 | -1% | 5% | 2% | -2%[46.1 µM] | 2% | -1% | 21% | 24 | 1% | / | -1%
CCOC(=O)c1cc(-c2ccc(F)cc2)n(CCC(=O)NC2CCN(Cc3ccccc3)CC2)c1C | -8% | 8% | ? | 3% | -9% | 0% | -52%[inhibitor] | 1 | ? | -1% | -5%
COc1ccc(NC(=O)Cn2nnc(C(N)=O)c2N)c(OC)c1 | -1% | 1% | ? | 1% | -1% | 0% | 2% | -9 | 9% | -2% | -2%
COc1ccc(F)cc1C1=CC(=O)C[C@H](c2ccc3c(c2)OCO3)C1 | 0% | 24% | 1% | 1% | -5% | -4% | -21% | 0 | -20% | 3% | -1%
C=CCn1c(C)cc(C(=O)CSc2n[nH]c(N)n2)c1C | 0% | 1% | 8% | 7% | 3% | 2% | 0% | 5 | ? | 5% | -9%
O=C(NCC(c1cccs1)N1CCOCC1)c1ccco1 (stereo not drawn) | 6% | 1% | -5% | -2% | ? | 2% | -28% | 8 | ? | -14% | -9%
Cc1nc2ccc(S(=O)(=O)NC(C(=O)NC3CCCC3)C(C)C)cc2s1 (stereo not drawn) | -3% | -1% | 3% | -3% | 4% | -2% | 20% | 2 | -3% | 2% | 0%
COc1cccc(CCNC(=O)C2CCC(=O)N(C3CC3)C2)c1OC (stereo not drawn) | 5% | 2% | -2% | -5% | 0% | 1% | -6% | -7 | -1% | -1% | -4%
c1ccc(-c2cn3c(n2)-c2ccccc2C3)cc1 | -12% | -2% | ? | 0%[46.1 µM] | -6% | 4% | 7% | 0 | ? | 3% | -2%
Cc1ccc(/C=C2/NC(=O)N(Cc3ccccc3F)C2=O)s1 | 0% | 23% | ? | -8% | -3% | 8% | 8% | 24 | 14% | -1% | ?
Cn1ncc2c(NCc3cccc(C(F)(F)F)c3)c(C(=O)O)cnc21 | -1% | -2% | 2% | / | 10% | / | / | -12 | 1% | 5% | /
CCOC(=O)c1coc(CNC(=O)c2c(C)oc3c2CCCC3)c1 | 4% | 10% | 0% | 0% | -10% | -3% | -3% | -1 | -25% | 8% | -7%
CC(C)(C)c1cc(NC(=O)CSc2nnc(N)s2)n(-c2ccccc2)n1 | -2% | 1% | 3% | -4%[46.1 µM] | -3% | 3% | ? | 4 | -16% | -3% | -3%
CC1CCN(C(c2ccc(N(C)C)cc2)c2nnnn2Cc2ccc(F)cc2)CC1 (stereo not drawn) | 0% | 2% | 2% | 1% | 4% | -1% | 15% | -2 | -20% | / | -2%
Cc1ccc(NCN2C(=O)C3C4C=CC(C4)C3C2=O)cc1 (stereo not drawn) | 1% | -2% | ? | 0% | 7% | 2% | -3% | -2 | 7% | 7% | 1%
O=C(NC(=S)Nc1cccc(NC(=O)c2ccc(Cl)cc2Cl)c1)c1cccs1 | 9% | -8% | -1% | -3% | 3% | -3% | -14% | -14 | -33% | 2% | 0%
Cc1noc(C)c1CSCC(=O)N(C)CC(=O)Nc1cccc(F)c1 | -10% | -1% | -1% | -7% | -3% | 7% | -5% | 2 | -4% | -1% | -3%
CC(=O)N/C(=C/c1ccccc1)C(=O)NC(Cc1ccccc1)C(=O)O (stereo not drawn) | -1% | -1% | ? | -4%[46.1 µM] | 5% | 4% | 17% | 5 | -5% | -12% | -3%

Part of the list above in order of length of the SMILES, falling:
SMILES | Tb PFK block | Mito fusion act | BCR signal inh | TCR act | Eya2 inh | S-ASM inh | a7 integrin act | TSHR antagonist | ELG1 DNA repair | A-T KAP1 phos | PTAP TSG101 blk
O=C(NC(=S)Nc1cccc(NC(=O)c2ccc(Cl)cc2Cl)c1)c1cccs1 | 9% | -8% | -1% | -3% | 3% | -3% | -14% | -14 | -33% | 2% | 0%
Cc1nc2ccc(S(=O)(=O)NC(C(=O)NC3CCCC3)C(C)C)cc2s1 (stereo not drawn) | -3% | -1% | 3% | -3% | 4% | -2% | 20% | 2 | -3% | 2% | 0%
Cc1ccc(/C=C2/NC(=O)N(Cc3ccccc3F)C2=O)s1 | 0% | 23% | ? | -8% | -3% | 8% | 8% | 24 | 14% | -1% | ?

Full records, looked up by structure. Screens in order: Tb PFK block	Mito fusion act	BCR signal inh	TCR act	Eya2 inh	S-ASM inh	a7 integrin act	TSHR antagonist	ELG1 DNA repair	A-T KAP1 phos	PTAP TSG101 blk
`N#Cc1cc([N+](=O)[O-])ccc1NC(=O)COC(=O)CN1C(=O)C2CCCCC2C1=O` (stereo not drawn) across the screens: -2%	/	-8%	-1%[46.1 µM]	-2%	-1%	-11%	31	?	-4%	-1%
`COc1ccc(-n2c(SC(C)C(=O)N3CCOCC3)nc3ccccc3c2=O)cc1` (stereo not drawn) across the screens: -1%	0%	0%	5%	4%	1%	0%	13	4%	4%	0%
